Bioassay records (PubChem)
Tb PFK block – inhibitors of T. brucei phosphofructokinase; 330,000 compounds, 0.17% hits; Potency, µM (highest dose often 57.5 µM), for the others: top-dose activity, negative = inhibition, usual class: inhibitors; AID 485367; T. brucei PFK, ADP-Glo luminescence; O15648;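 further: potency means the concentration at half of the fitted maximal effect; 0% = uninhibited 1x PFK enzyme wells and -100% = no-enzyme wells; nearly all actives have a fitted effect of over 60% in size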
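Compounds were pin-transferred as a titration series up to 57 uM into substrate buffer (0.5 mM F6P, 0.1 mM ATP, pH 8.0), then 1.25 nM PFK was added and reactions ran 45 min before ADP-Glo detection.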
TSG101-PTAP inh – blocks PTAP/TSG101 interaction to inhibit HIV-1 budding; Q99816; Fluorescence polarization, FITC-PTAP peptide / Tsg101 binding; Potency, µM (titrated, usually from 115 µM), for the others: at the highest dose activity change, negative = inhibition, actives largely listed as inhibitors; 340,000 tested, under 10 active; AID 493005; active means well fitted inhibition curve with a large enough effect in the main read-out, with a control signal flat, not every such curve was filed as active; inconclusive means small, poorly fitted or top-dose-only effect, or effect the other way, or a change in a side signal; inactive means no such curve, though single readings can be large or run the other way; further: potency means the concentration at half of the fitted maximal effect; % of control where 0% means no effect
Target sequence (Q99816 whole entry, looked up): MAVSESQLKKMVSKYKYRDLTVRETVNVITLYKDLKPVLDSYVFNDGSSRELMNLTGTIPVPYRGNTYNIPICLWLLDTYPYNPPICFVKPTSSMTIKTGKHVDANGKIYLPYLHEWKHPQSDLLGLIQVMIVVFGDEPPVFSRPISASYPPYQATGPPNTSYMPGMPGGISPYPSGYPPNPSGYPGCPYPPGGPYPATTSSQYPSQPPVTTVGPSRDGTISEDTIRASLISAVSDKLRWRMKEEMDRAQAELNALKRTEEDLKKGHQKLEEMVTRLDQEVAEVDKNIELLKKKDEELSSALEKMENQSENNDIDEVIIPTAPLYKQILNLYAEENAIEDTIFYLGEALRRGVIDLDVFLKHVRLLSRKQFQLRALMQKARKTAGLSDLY
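Fluorescence polarization binding of Tsg101 binding domain (10 uM final) to FITC-labeled PTAP peptide (50 nM final) in HEPES pH 7.5 buffer with NaCl, Tween 20, EDTA, TCEP. Compounds added before peptide; binding 20 min at RT.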
Eya2 phos inh – blocks the phosphatase activity of human Eya2; 330,000 compounds, 0.006% hits; Potency, µM (top dose mostly 76.9 µM), for the others: at the top dose activity, negative = inhibition, most hits filed as inhibitors; O00167; AID 488837; recombinant Eya2, OMFP fluorescence dephosphorylation (OMFP is methylfluorescein phosphate); further: potency means the concentration at half of the fitted maximal effect; on the % scale 0 is the no-effect control and ±100 the full control effect
Target sequence (O00167 whole entry, looked up): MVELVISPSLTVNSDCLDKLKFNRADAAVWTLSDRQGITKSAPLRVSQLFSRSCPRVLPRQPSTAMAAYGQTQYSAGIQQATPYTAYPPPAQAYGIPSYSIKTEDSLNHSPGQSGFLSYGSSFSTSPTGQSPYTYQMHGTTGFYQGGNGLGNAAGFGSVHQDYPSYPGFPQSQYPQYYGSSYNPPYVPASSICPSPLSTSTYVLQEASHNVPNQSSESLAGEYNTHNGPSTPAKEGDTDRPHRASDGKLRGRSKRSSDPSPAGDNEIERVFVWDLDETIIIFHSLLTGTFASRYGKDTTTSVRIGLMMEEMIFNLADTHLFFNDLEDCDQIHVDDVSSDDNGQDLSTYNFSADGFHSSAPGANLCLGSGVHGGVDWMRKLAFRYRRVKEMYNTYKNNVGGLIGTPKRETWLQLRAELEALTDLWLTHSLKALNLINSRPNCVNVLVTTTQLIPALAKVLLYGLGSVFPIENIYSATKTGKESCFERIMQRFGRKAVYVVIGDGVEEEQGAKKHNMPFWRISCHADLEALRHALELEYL
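Eya2 protein (added as 0.2 uM solution) was preincubated with compound for 10 min at ambient temperature in 50 mM HEPES pH 7.5, 50 mM NaCl, 5 uM MgCl2, 0.05% BSA, 1 mM DTT. OMFP (added at 50 uM) then reacted 10 min; fluorescence read at 485/525 nm.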
TSHR antagonist – blocks TSH signaling through the human TSH receptor; TSHR-expressing cells, TSH-stimulated cAMP HTRF, 2 h; stronger effect = lower value; P16473; AID 504810; activity change, negative = inhibition, % at 11.5 µM; 330,000 compounds, 0.2% hits;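 active means activity change below a set negative limit, meaning inhibition stronger than a set level, cut at about -70% in these data; inconclusive means activity change between two set negative limits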; further: on the % scale 0 is the no-effect control and ±100 the full control effect
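Antagonism was scored as loss of TSH-driven cAMP in TSHR cells, stimulated with 4nM TSH (EC80) for 2 hours at 37 deg C and detected by homogeneous HTRF competition immunoassay.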
TCR activator – activates T cell receptor signaling; primary human leukocytes, anti-CD3, IL-2 HTRF, 48 h; Potency, µM (doses to about 9.22 µM), for the others: at the highest dose activation of IL-2 secretion, hits mostly activators; 330,000 tested, under 10 active; AID 504894; further: % of control where 0% means no effect
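Primary human leukocytes incubated 48 hr with anti-CD3 beads plus compound, without co-stimulation. Secreted IL-2 measured by HTRF (europium cryptate/d2 anti-IL-2 pair, 320 nm excitation, 665 nm emission).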
Mito fusion act – mitochondrial division inhibition or fusion activation; S. cerevisiae fusion-defective mutant growth rescue, CellTiterGlo 48 h; Potency, µM (titrated, usually from 46.1 µM), for the others: at the highest dose growth rescue (activation), hits mostly activators; 320,000 compounds, 0.23% hits; AID 485298;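 further: potency means the concentration at half of the fitted maximal effect; % of control where 0% means no effect; nearly all actives have a fitted effect of over 45% in size; temperature-sensitive fusion mutants such as fzo1-1 at 37 °C on non-fermentable ethanol glycerol medium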
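Compounds are tested for their ability to restore growth of mitochondrial fusion-defective yeast strains at non-permissive 37C in YPEG medium over 48 hours. Viability is quantified by luciferase luminescence.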
Chronic BCR inh – blocks chronic active B-cell receptor signaling; ABC-DLBCL IkBa-CBG/CBR reporter, luminescence ratio, 4 h; Potency, µM (doses to about 46.1 µM), for the others: top-dose ratio change, negative = lower green/red ratio, most hits filed as inhibitors; 340,000 compounds, 0.05% hits; active means well fitted inhibition curve with a large enough effect in the signal ratio, with a control signal flat, not every such curve was filed as active; inconclusive means small, poorly fitted or top-dose-only effect, or effect the other way, or a change in a side signal; the % refers to the signal ratio;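 further: potency means the concentration at half of the fitted maximal effect; plate controls were basal doxycycline-induced cells for no effect and cells given 10 µM MG132 for full effect; MG132 reads +100%, hits lower the ratio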
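Cell line TMD8 (human ABC DLBCL), stably expressing tet-inducible CBG68-IkBa fusion and CBR; IMDM/0.5% FBS; cpd up to 46 uM; dox induction, 4 h, 37C/5% CO2; dual luminescence; green/red ratio; MG132 control.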
ELG1 repair inh – inhibitors of ELG1-dependent DNA repair in HEK293T cells. 330,000 compounds, 2.3% hits. HEK293T ELG1-luciferase reporter, luminescence, 16 h; DNA damage induced by 5-fluorouridine. Potency, µM (doses to about 46.1 µM), for inactives: at the top dose activity change, negative = inhibition, hits mostly inhibitors; further: potency means the concentration at half of the fitted maximal effect; on the % scale 0 is the no-effect control and ±100 the full control effect; nearly all actives have a fitted effect of over 55% in size
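Cells (2,000 per well) received 5-fluorouridine plus test compound or DMSO and were incubated 16 hr at 37 °C, 5% CO2. Luciferase activity was read by luminescence 30 min after ONE-Glo addition; signal suppression marked inhibition of damage-induced ELG1 function.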
USP2a inh – blocks human ubiquitin-specific protease USP2a; USP2 core, Ub-CHOP2 coupled fluorogenic reporter, 485/531; O75604; AID 463254; Potency, µM (highest dose often 38.3 µM), inactives show top-dose activity change, negative = inhibition, most hits filed as inhibitors; 330,000 compounds, 0.01% hits;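 further: potency means the concentration at half of the fitted maximal effect; plate controls were DMSO wells for no effect and full inhibition by NEM control for full effect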
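Cell-free coupled assay: 10nM USP2 core preincubated 30min RT with compound in Tris-HCl pH 8.0/CaCl2/CHAPS buffer, then 25nM Ub-CHOP2 and 25nM reporter substrate; fluorescence (Ex 485/Em 531) read after 60min RT, normalized to NEM inhibition, concentration-response curves fitted.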
uPA generation – cell surface uPA generation inhibition; Potency, µM (highest dose often 38.3 µM), for inactives: at the top dose activity change, negative = inhibition, most hits filed as inhibitors; 330,000 compounds, 0.31% hits; AID 540303; cell surface uPA generation assay, qHTS; active means well fitted inhibition curve with a large enough effect; inconclusive means small, poorly fitted or top-dose-only effect; inactive means no such curve, though single readings can be large or run the other way; tested in mouse RAW 264.7 cells; further: potency means the concentration at half of the fitted maximal effect; on the % scale 0 is the no-effect control and ±100 the full control effect; nearly all actives have a fitted effect of over 55% in size
B2AR arrestin – beta2AR (human) beta-arrestin recruitment activity | 330,000 compounds, 0.02% hits | Potency, µM (titrated, usually from 46.1 µM), without a hit: top-dose activation, hits mostly activators | P07550 | beta-arrestin recruitment to beta2AR, cell-based reporter;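 further: potency means the concentration at half of the fitted maximal effect; 0% = DMSO controls and full agonism = EC100 isoproterenol or metaproterenol; nearly all actives have a fitted effect of over 65% in size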
* = called active by the depositor; [ ] = dose if it differs, or a comment. Unless noted, the call rests on the fitted dose curve; in most records, active means well fitted curve in the direction sought with a large enough effect; inconclusive means small, poorly fitted or top-dose-only effect, or another doubt; inactive means no such curve, though single readings can be large; an effect the other way counts as inactive or inconclusive. An unsorted share of the library; overall some 3% were active at least once.

What do the screens show for `CCOc1ccc(C(C)=O)cc1CN1C(=O)NC2(CCCCCCC2)C1=O`?
Tb PFK block: 15%; TSG101-PTAP inh: -1%; Eya2 phos inh: -20%; TSHR antagonist: 0; TCR activator: -9%; Mito fusion act: 4%; Chronic BCR inh: -9%; ELG1 repair inh: -3%; USP2a inh: 0%; uPA generation: 2%; B2AR arrestin: -0.2%

What do the screens show for `Cc1cccc(C)c1N(CC(=O)N/N=C/c1cc(Br)c(C)o1)S(C)(=O)=O`?
Tb PFK block: 1%; TSG101-PTAP inh: -3%; Eya2 phos inh: -3%; TSHR antagonist: 0; TCR activator: 1%; Mito fusion act: -2%; Chronic BCR inh: inconclusive; ELG1 repair inh: -19%; USP2a inh: 2%; uPA generation: -2%; B2AR arrestin: -1.2%

What do the screens show for `CCN(CC)c1ccc(NC(=O)C2CCCN(S(=O)(=O)c3cnc[nH]3)C2)c(C)c1` (stereo unspecified)?
Tb PFK block: -4%; TSG101-PTAP inh: -2%; Eya2 phos inh: -6%; TSHR antagonist: -4; TCR activator: 17%; Mito fusion act: 4%; Chronic BCR inh: -9%; ELG1 repair inh: -12%; USP2a inh: -2%; uPA generation: 0%; B2AR arrestin: -1.2%

What do the screens show for `Nc1nonc1-n1nnc(C(=O)N/N=C/c2ccc(Br)cc2)c1-c1ccc2c(c1)OCO2`?
Tb PFK block: 2%; TSG101-PTAP inh: -2%; Eya2 phos inh: -5%; TSHR antagonist: -14; Chronic BCR inh: -1%; ELG1 repair inh: 4%; USP2a inh: -2%; uPA generation: 3%; B2AR arrestin: -0.1%

Results for COc1ccc(C(=O)NCCS(=O)(=O)N2CCc3ccccc3C2)cc1OC ?
Tb PFK block: -1%; TSG101-PTAP inh: -4%; Eya2 phos inh: 15%; TSHR antagonist: -7; TCR activator: 2%; Mito fusion act: -1%; Chronic BCR inh: -3%; ELG1 repair inh: 1%; USP2a inh: 2%; uPA generation: 1%; B2AR arrestin: 0.0%

How did C=C1c2cc3c(cc2NC(=S)N1Cc1ccccc1)OCO3 do in these assays?
Tb PFK block: -19%; TSG101-PTAP inh: -2%; Eya2 phos inh: 14%; TSHR antagonist: 10; TCR activator: 1%; Mito fusion act: -9%; Chronic BCR inh: inconclusive; ELG1 repair inh: -14%; USP2a inh: -5%; uPA generation: 3%; B2AR arrestin: 7.9%

How did Cc1c(Cl)c(C(=O)N2CCCC2)nn1C do in these assays?
Tb PFK block: -1%; TSG101-PTAP inh: 6%; Eya2 phos inh: 3%; TSHR antagonist: 12; TCR activator: 5%[46.1 µM]; Mito fusion act: -23%; Chronic BCR inh: 3%; ELG1 repair inh: -9%; USP2a inh: 1%; uPA generation: 7%; B2AR arrestin: -1.9%

Results for CN(C)Cc1ccc(O)c(CCc2ccccc2)n1 ?
Tb PFK block: 1%; TSG101-PTAP inh: -9%; Eya2 phos inh: -13%; TSHR antagonist: -7; TCR activator: 4%[46.1 µM]; Mito fusion act: -1%; Chronic BCR inh: 11%; ELG1 repair inh: -10%; USP2a inh: 7%; uPA generation: -2%; B2AR arrestin: -0.2%

What do the screens show for `CO/N=C/C(=N\Nc1cc(OC)cc(OC)c1)C(=O)c1ccccc1`?
Tb PFK block: 0%; TSG101-PTAP inh: 0%; Eya2 phos inh: 11%; TSHR antagonist: -10; TCR activator: -5%; Mito fusion act: 0%; Chronic BCR inh: inconclusive; ELG1 repair inh: inconclusive; USP2a inh: 2%; uPA generation: -2%; B2AR arrestin: -0.2%

How did COc1ccccc1/C=N/Nc1cc(C)nc(N2CCOCC2)n1 do in these assays?
Tb PFK block: -2%; TSG101-PTAP inh: -3%; Eya2 phos inh: -9%; TSHR antagonist: -15; TCR activator: 9%; Mito fusion act: 4%; Chronic BCR inh: inconclusive; ELG1 repair inh: 1%; USP2a inh: 0%; uPA generation: 14%; B2AR arrestin: -0.1%

How did Cc1ccc2c(c1)C(=O)N1[C@H]3c4cc(Br)ccc4OC[C@@H]3[C@H](c3ccccc3)[C@]1(C)C(=O)N2 do in these assays?
Tb PFK block: 6%; TSG101-PTAP inh: -7%; Eya2 phos inh: 2%; TSHR antagonist: -19; TCR activator: 4%; Chronic BCR inh: -1%; ELG1 repair inh: -9%; USP2a inh: 4%; uPA generation: inconclusive; B2AR arrestin: 4.4%

What do the screens show for `Cc1ccnc(NS(=O)(=O)c2ccccc2)c1`?
Tb PFK block: 0%; TSG101-PTAP inh: -2%; Eya2 phos inh: -1%; TSHR antagonist: 16; TCR activator: 1%; Mito fusion act: 0%; Chronic BCR inh: -5%; ELG1 repair inh: 1%; USP2a inh: 0%; uPA generation: 6%; B2AR arrestin: -0.2%

What do the screens show for `CCN(CC)C(=O)[C@H]1C[C@H](CC(=O)NCc2ccc(OC)c(OC)c2)C(=O)N2CCc3c([nH]c4cc(CCC(=O)N(C)C)ccc34)[C@]12C`?
Tb PFK block: 2%; TSG101-PTAP inh: -4%; Eya2 phos inh: 7%; TSHR antagonist: -2; TCR activator: 0%[46.1 µM]; Chronic BCR inh: inconclusive; ELG1 repair inh: 4%; USP2a inh: 1%; uPA generation: 2%; B2AR arrestin: -0.6%

What do the screens show for `COc1cc(CNCCc2ccc(S(N)(=O)=O)cc2)ccc1OCc1ccc(Cl)cc1`?
Tb PFK block: -3%; TSG101-PTAP inh: 1%; Eya2 phos inh: 1%; TSHR antagonist: -9; TCR activator: 2%; Mito fusion act: 1%; Chronic BCR inh: 4%; ELG1 repair inh: -13%; USP2a inh: -2%; B2AR arrestin: 0.2%

What do the screens show for `CCn1c2ccccc2c2cc(/C=N/NC(=O)c3ccc(O)cc3)ccc21`?
Tb PFK block: -2%; TSG101-PTAP inh: 1%; Eya2 phos inh: 9%; TSHR antagonist: 0; TCR activator: -4%[46.1 µM]; Mito fusion act: 2%; Chronic BCR inh: inconclusive; ELG1 repair inh: inconclusive; USP2a inh: -13%; uPA generation: 3%; B2AR arrestin: -0.4%

Results for CCCc1cc(C(=O)N2CCCC(N3CCN(c4ccccc4C)CC3)C2)n(C)n1 (stereo unspecified) ?
Tb PFK block: 3%; TSG101-PTAP inh: -4%; Eya2 phos inh: -3%; TSHR antagonist: -6; TCR activator: -2%; Mito fusion act: -19%; Chronic BCR inh: -1%; ELG1 repair inh: inconclusive; USP2a inh: -5%; uPA generation: -13%; B2AR arrestin: -0.1%

What do the screens show for `CCN(C(=O)CN1CCC(C(=O)OC)CC1)c1c(N)n(Cc2ccccc2)c(=O)[nH]c1=O`?
Tb PFK block: 1%; TSG101-PTAP inh: -6%; Eya2 phos inh: -21%; TSHR antagonist: 6; TCR activator: 4%; Chronic BCR inh: 0%; ELG1 repair inh: inconclusive; USP2a inh: 2%; uPA generation: -9%; B2AR arrestin: -0.6%

Results for CN(CCC#N)C(=S)NC(=O)c1ccc(S(=O)(=O)N2CCOCC2)cc1 ?
Tb PFK block: 0%; TSG101-PTAP inh: -4%; Eya2 phos inh: 3%; TSHR antagonist: -5; TCR activator: 4%; Mito fusion act: 10%; Chronic BCR inh: -2%; ELG1 repair inh: 7%; USP2a inh: 1%; uPA generation: 4%; B2AR arrestin: 0.4%

What do the screens show for `Nc1ccc(C(=O)N/N=C/c2cn(Cc3ccccc3)c3ccccc23)cc1`?
Tb PFK block: 3%; TSG101-PTAP inh: 0%; Eya2 phos inh: -8%; TSHR antagonist: -3; TCR activator: -2%; Mito fusion act: -3%; Chronic BCR inh: inconclusive; ELG1 repair inh: -20%; USP2a inh: 3%; uPA generation: -4%; B2AR arrestin: -0.4%

How did Cc1ccc([N+](=O)[O-])cc1NC(=O)CN(C1CCCCC1)S(=O)(=O)c1ccc(Cl)cc1 do in these assays?
Tb PFK block: -4%; TSG101-PTAP inh: -1%; Eya2 phos inh: -25%; TSHR antagonist: inconclusive; TCR activator: 1%; Mito fusion act: 16%; Chronic BCR inh: 15%; ELG1 repair inh: -9%; USP2a inh: -1%; uPA generation: 4%; B2AR arrestin: 0.3%
